H9c2 TAG inh: inhibitors of triacylglycerol accumulation; H9c2 cells, Nile Red lipid (TAG) fluorescence; cells loaded with 200 µM oleic acid; inhibition, % at 12.5 µM; 0.66% of 230,000 active;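 active means pattern-corrected inhibition of lipid staining of at least 50% with the nuclear-stain viability signal not falling by more than 50%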;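 further: 0% = DMSO wells and 100% = triacsin C control wells; some results filed as inactive read as strong as hits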
H9c2 TAG inh DAPI viability: recorded beside H9c2 TAG inh, whose call it bears; DAPI nuclei signal change (viability), lower = more cytotoxic, %;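 whole-well DAPI fluorescence read on a plate reader as a viability signal; minus 50 percent equals half of cells still viable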
Numbers without * were called inactive. Only part of the results is shown (hit frequency here may not be typical).

1: CC(=O)c1ccc(Sc2ccccn2)c([N+](=O)[O-])c1
2: CCN(CC(=O)Nc1c(F)cccc1F)C(=O)COc1ccc2c(c1)CCC2
3: O=C(NC1CCCC1)C(c1ccsc1)N(CCc1ccccc1)C(=O)Cc1cccs1 (stereo not given)
4: C/C(=N\NC(=O)CSc1nc(C)cc(C)n1)c1cccc([N+](=O)[O-])c1
5: CCOC(=O)C1CCCN(c2c(N3CCC(N4CCCCC4)CC3)c(=O)c2=O)C1 (stereo not given)
6: CCCCN=C1C([N+](=O)[O-])=CC=C2C1=NC1(CCCCC1)N2O
Screen / compound no. | 1 | 2 | 3 | 4 | 5 | 6
H9c2 TAG inh | 0 | 1 | -3 | 8 | 5 | 13
H9c2 TAG inh DAPI viability | 3 | -1 | -3 | 2 | -6 | -8

7: O=C(CNC(=O)Cc1ccc(Cl)cc1)NCc1ccco1
8: CC(=O)Nc1cc(-n2cnnn2)ccc1C
9: COC(=O)c1cc(C)sc1NC(=O)c1ccco1
10: Cc1ccc(Nc2cc(C)nc3ncnn23)c(Cl)c1
11: CCOC(=O)c1cnc(SCC(=O)N2CCOCC2)nc1N
12: Cc1cc(C)n2nc(C(=O)NC3CCCc4ccccc43)nc2n1 (stereo not given)
Screen / compound no. | 7 | 8 | 9 | 10 | 11 | 12
H9c2 TAG inh | -1 | 4 | -28 | 27 | 1 | 2
H9c2 TAG inh DAPI viability | 5 | -2 | 11 | -4 | 2 | 15

13: CCOc1cc(CC(=O)N[C@@H](CC(C)C)c2ccccc2N2CCCCC2)ccc1C(=O)O
14: COC(=O)N(C)C[C@@H]1OCc2cnnn2CCCC(=O)N([C@H](C)CO)C[C@H]1C
15: CCCCOc1ccc(S(=O)(=O)NC(=O)C2(C)CCN2C(=O)CCc2ccccc2)cc1 (stereo not given)
16: Fc1ccc(-c2cn3cc(C(F)(F)F)cc(Cl)c3n2)cc1
17: CCOCCOC(=O)C1=C(C)NC(=O)NC1c1ccc2c(c1)OCO2 (stereo not given)
18: COc1ccc(OC)c2c1sc(=NC(=O)c1ccco1)n2C
Screen / compound no. | 13 | 14 | 15 | 16 | 17 | 18
H9c2 TAG inh | -5 | -3 | -7 | -2 | 19 | 13
H9c2 TAG inh DAPI viability | -1 | 0 | 1 | -9 | -19 | -8

A draw from above in order of SMILES length, low to high.
9: COC(=O)c1cc(C)sc1NC(=O)c1ccco1
10: Cc1ccc(Nc2cc(C)nc3ncnn23)c(Cl)c1
11: CCOC(=O)c1cnc(SCC(=O)N2CCOCC2)nc1N
18: COc1ccc(OC)c2c1sc(=NC(=O)c1ccco1)n2C
16: Fc1ccc(-c2cn3cc(C(F)(F)F)cc(Cl)c3n2)cc1
5: CCOC(=O)C1CCCN(c2c(N3CCC(N4CCCCC4)CC3)c(=O)c2=O)C1 (stereo not given)
14: COC(=O)N(C)C[C@@H]1OCc2cnnn2CCCC(=O)N([C@H](C)CO)C[C@H]1C
Screen / compound no. | 9 | 10 | 11 | 18 | 16 | 5 | 14
H9c2 TAG inh | -28 | 27 | 1 | 13 | -2 | 5 | -3
H9c2 TAG inh DAPI viability | 11 | -4 | 2 | -8 | -9 | -6 | 0

Next section:
19: CC1(C)SC[C@H](C(=O)Nc2cccc(Cl)c2)N1C=O
20: CC(C)=C(C)c1cc2nc(NCCCN(C)C)n(C)c(=O)c2s1
21: CCc1nnc(SCC(=O)Nc2ccc(NC(C)=O)cc2)n1-n1cccc1
22: CCS(=O)(=O)c1ccc2oc(SCC(=O)NC34CC5CC(CC(C5)C3)C4)nc2c1
23: O=C(CCNc1ccccc1)c1ccc2c(c1)OCO2
24: Cc1nc2ncccn2c1-c1csc(NCc2ccco2)n1
Screen / compound no. | 19 | 20 | 21 | 22 | 23 | 24
H9c2 TAG inh | -14 | 13 | 6 | 38 | 10 | 9
H9c2 TAG inh DAPI viability | 12 | 2 | -3 | 0 | -10 | 0

25: CCCn1c(SCC(=O)N(CC)CC)nnc1-c1ccncc1
26: COc1ccc(CC(=O)Nc2cc(F)ccc2F)cc1S(=O)(=O)N1CCOCC1
27: Cc1ccc(NC(=S)NCc2ccc(F)cc2)c(C)c1
28: CCOc1c2ccc(C(=O)NCCCCc3ccccc3)cc2nn1C
29: CN1CCC(=NNC(=O)COc2ccc(Cl)cc2)CC1
30: Cc1ccccc1N1CCN(C(=O)c2cc(C3CC3)nn2-c2ccccc2)CC1
Screen / compound no. | 25 | 26 | 27 | 28 | 29 | 30
H9c2 TAG inh | -9 | -3 | -14 | 4 | -5 | 0
H9c2 TAG inh DAPI viability | 1 | -4 | 5 | 11 | -5 | 0

31: CCSc1nc2ccccc2n1CC(=O)O
32: Cc1cc(C)nc(SCc2nnc(SCc3ccccc3Cl)o2)n1
33: O=C(c1cnn(C(=O)c2ccco2)c1)c1cc(Cl)cc(Cl)c1O
34: COc1ccccc1N1CCN(C(=O)c2ccc(NS(=O)(=O)c3ccc(C)cc3)cc2)CC1
35: O=C(CSc1nc2ccccc2[nH]1)Nc1cc(C(F)(F)F)ccc1N1CCOCC1
36: O=C(NCc1nnnn1-c1ccc(F)c(F)c1)c1ccc2ccccc2c1
Screen / compound no. | 31 | 32 | 33 | 34 | 35 | 36
H9c2 TAG inh | 0 | 24 | -4 | 7 | -29 | -17
H9c2 TAG inh DAPI viability | 2 | -1 | 0 | -9 | -4 | 4

Individual results from above.
Value of cpd 36 in H9c2 TAG inh DAPI viability: 4
Value of cpd 33 in H9c2 TAG inh: -4
Value of cpd 31 in H9c2 TAG inh: 0
Value of cpd 34 in H9c2 TAG inh DAPI viability: -9
Value of cpd 32 in H9c2 TAG inh: 24

(further entries)
37: CCc1c(C)sc(NC(=O)c2ccco2)c1C#N
38: O=C(CSc1n[nH]c(=O)[nH]c1=O)Nc1ccc(SC(F)F)cc1
39: O=Cc1ccccc1OCCOc1ccc([N+](=O)[O-])cc1
40: CC1(C)CC(NC(=O)c2ccc(-c3ccc([N+](=O)[O-])cc3)o2)CC(C)(C)N1
41: CC1(C(=O)NS(=O)(=O)c2cccc(Cl)c2)CCN1C(=O)CCc1cccs1 (stereo not given)
42: COC(=O)c1sccc1NC(=O)COc1ccc(C)cc1
Screen / compound no. | 37 | 38 | 39 | 40 | 41 | 42
H9c2 TAG inh | 15 | 5 | -6 | 14 | 13 | -7
H9c2 TAG inh DAPI viability | 2 | -3 | -10 | -4 | -4 | -9

43: CCOc1ccc(-c2noc(CCC(=O)NC)n2)cc1OCC
44: Cc1ccc2c(c1)c(=O)c1c3n2CCN(C(=O)CCl)C3CC1 (stereo not given)
45: CCC[C@H]1CN(c2ccc(Br)cc2)C(=O)[C@@H]1CC(=O)NC
46: N#C/C(=N\Nc1ccccc1)C(=N)N1CCCCC1
47: COc1cc(C(=O)NC2CCCCCCC2)cc(OC)c1OC
48: CCn1c(Cc2ccccc2)nnc1SCC(=O)Nc1nc(C)cs1
49: Cc1ccccc1CC1(CO)CCCN(Cc2ccn[nH]2)C1 (stereo not given)
50: O=C(OC(C(=O)O)C(OC(=O)c1ccccc1)C(=O)NCc1ccccc1)c1ccccc1 (stereo not given)
Screen / compound no. | 43 | 44 | 45 | 46 | 47 | 48 | 49 | 50
H9c2 TAG inh | -3 | 7 | 1 | -1 | 5 | -13 | -3 | 1
H9c2 TAG inh DAPI viability | 2 | 0 | 1 | 3 | -12 | 0 | 13 | 1
